Bioassay records deposited in PubChem BioAssay by several laboratories.
PDI inh: inhibitors of human protein disulfide isomerase | actives 0.052% (n = 350,000) | PDI insulin aggregation turbidity, A650, 90 min | inhibition, % at 10 µM;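 active = mean inhibition across replicates of 30% or more, whatever share of single replicates reach that level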;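 also: absorbance from insulin aggregation driven by PDI reduction with DTT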
Target sequence (P07237 whole entry, looked up): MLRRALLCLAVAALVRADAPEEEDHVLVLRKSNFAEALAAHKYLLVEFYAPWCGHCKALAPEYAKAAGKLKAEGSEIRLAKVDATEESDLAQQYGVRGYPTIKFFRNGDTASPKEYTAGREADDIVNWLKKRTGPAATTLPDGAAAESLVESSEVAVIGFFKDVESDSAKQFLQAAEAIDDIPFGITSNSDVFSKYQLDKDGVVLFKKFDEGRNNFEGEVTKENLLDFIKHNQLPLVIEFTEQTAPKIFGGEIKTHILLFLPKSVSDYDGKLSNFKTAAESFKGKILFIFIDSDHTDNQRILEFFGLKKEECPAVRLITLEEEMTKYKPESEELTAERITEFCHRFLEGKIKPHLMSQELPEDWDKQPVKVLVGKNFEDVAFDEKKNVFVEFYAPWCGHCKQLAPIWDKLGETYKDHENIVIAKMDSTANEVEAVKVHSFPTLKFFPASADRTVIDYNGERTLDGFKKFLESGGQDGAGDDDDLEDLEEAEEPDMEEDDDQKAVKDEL
Peg3 promoter: reduces Peg3 promoter-driven luciferase expression in HeLa; inhibition, % at 20 µM; actives 1.7% (n = 360,000); HeLa PEG-Prom luciferase reporter, luminescence, overnight; AID 588405;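 active = inhibition of at least 50% at 20 µM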
HIF-2a inh: inhibitors of HIF-2a. AID 624352. inhibition, % at 18.8 µM. 786-0 RCC cells HIF-2a reporter, luciferase luminescence, overnight. actives 0.72% (n = 360,000);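 active = inhibition of the luminescence signal of 40% or more relative to plate controls, in a single-dose primary screen at 18.75 µM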
CaV13 ICDI inh: Primary screen for inhibitors of IQ motif and Ca2+-dependent inactivation inhibitor domain binding in CACNA1D, Förster resonance energy transfer in living cells, … | actives 0.098% (n = 340,000) | inhibition, % at 12.3 µM | HEK cells, CFP/YFP FRET ICDI-IQ, plate reader, 10 min; percent FRET-ratio fall versus neutral wells;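 active = mean replicate inhibition of at least 30% and at least 1% of replicates passing that level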;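 also: 0% = median of the neutral control wells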
NR2E3 ag-1: agonists of human nuclear receptor NR2E3; Q9Y5X4; GST-NR2E3/biotin-RetCOR TR-FRET, 1536-well; inhibition of corepressor binding, % at 4.78 µM; actives 0.12% (n = 320,000); AID 2300;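 active = percent inhibition above the cutoff of mean plus 3 SD of all tested compounds, set per screening campaign, cut at about 20% in these data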;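 also: 0% = DMSO wells and 100% = biotin wells as full block of FRET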
Target sequence (Q9Y5X4 whole entry, looked up): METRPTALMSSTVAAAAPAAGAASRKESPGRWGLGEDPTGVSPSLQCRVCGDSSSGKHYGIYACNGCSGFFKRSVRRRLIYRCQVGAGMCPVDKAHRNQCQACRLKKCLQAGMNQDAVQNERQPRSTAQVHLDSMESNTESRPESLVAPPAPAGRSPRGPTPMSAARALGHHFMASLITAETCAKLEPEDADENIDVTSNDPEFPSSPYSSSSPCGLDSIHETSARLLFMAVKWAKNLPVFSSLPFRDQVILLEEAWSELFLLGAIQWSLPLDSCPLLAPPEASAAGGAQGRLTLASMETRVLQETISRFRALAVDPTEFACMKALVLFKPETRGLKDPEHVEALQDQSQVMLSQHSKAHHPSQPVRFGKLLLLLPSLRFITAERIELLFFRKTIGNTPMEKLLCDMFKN
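Material – GST-tagged NR2E3 plus biotinylated RetCOR corepressor · Quantity – NR2E3 fusion 1.35 nM · Times – 5 h incubation at 4 °C · Medium – pH 7.5 Tris-based buffer · Technique – TR-FRET, Eu(K)-anti-GST donor, streptavidin-D2 acceptor, ex 340, em 617/671 nm · Benchmarks – high control biotin, low control 0.6% DMSO · Format – 1536-well plates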
Vif inh: inhibitors of HIV Vif; inhibition, % at 7.49 µM; HEK293T cells, Vif self-association by quenched fluorescence, imaging, 24 h; actives 0.35% (n = 340,000); in the data active = inhibition above about 50%, passing the limit was not always enough; also: some results filed as inactive read as strong as hits
KKLEB tox: CF airway cell cytotoxicity counter-screen; KKLEB CF airway cells viability, ATPlite luminescence, overnight; stronger effect = lower value; cells stimulated with P. aeruginosa culture filtrate; activity change (cytotoxicity), % at 5 µM; actives 0.36% (n = 360,000);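 active = corrected activity change at or below -50% at 5 µM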
CF NFkB block: cystic fibrosis NF-kB activation inhibition. KKLEB NF-kB-GFP reporter, PAF-induced, GFP fluorescence overnight. inhibition, % at 5 µM. actives 0.86% (n = 360,000). AID 588850;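 active = at least 50% inhibition at 5 µM, scaled per plate between neutral and stimulator controls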;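 also: PAF is a Pseudomonas aeruginosa culture filtrate used as stimulus; plate controls were PAF-stimulated DMSO wells for no effect and unstimulated DMSO wells for full effect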
NR2E3 ag-2: activates human NR2E3 receptor | inhibition of corepressor binding, % at 3.98 µM | Q9Y5X4 | CHO-S Gal4-NCOR/VP16-NR2E3 two-hybrid, luciferase | AID 602229 | actives 0.35% (n = 360,000);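 active = inhibition above the mean of all tested compounds plus 3 SD, cut at about 70% in these data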;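 also: 0% = DMSO with NR2E3 transfected cells and 100% = cells lacking NR2E3 construct; higher means lower luciferase signal from less NR2E3 corepressor binding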
Shn3 3UTR inh: reduces Shn3 3'UTR luciferase signal in osteoblasts. Clone20 osteoblast Shn3 3'UTR firefly luciferase, 24 h. inhibition, % at 12.5 µM. actives 0.52% (n = 360,000). AID 588674;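 active = mean inhibition of at least 75% with every replicate also reaching 75%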;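 also: 0% = median of neutral control wells and 100% = pilot-screen positive control compound; some compounds past the cut are filed as inactive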
TRPM1 prom inh: inhibitors of MITF-driven TRPM1 promoter in melanoma cells; SK-MEL-5 TRPM1 promoter luciferase, 24 h; inhibition, % at 12.5 µM; actives 0.83% (n = 330,000); AID 488899;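 active = mean inhibition across replicates of 60% or more, whatever share of single replicates reaches that level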; also: values of inactives mirror those of a sister screen read the other way
* hit, by the source's call; . = not tested or not shown; & = joins results of further samples.

SMILES | PDI inh | Peg3 promoter | HIF-2a inh | CaV13 ICDI inh | NR2E3 ag-1 | Vif inh | KKLEB tox | CF NFkB block | NR2E3 ag-2 | Shn3 3UTR inh | TRPM1 prom inh
CCC(=O)NC(Nc1nc(C)cs1)(C(=O)OC)C(F)(F)F (configuration not stated) | 3 | 8 | 8 | -18 | 2 | -4 | -3 | -5 | -8 | 1 | 4
O=C1NC(c2ccccc2)=NC1(Nc1ccccn1)C(F)(F)F (configuration not stated) | -12 | -4 | 8 | -2 | 1 | 1 | -2 | 2 | 3 | 14 | 3
CCN(CC#CCC(O)(c1ccccc1)c1ccccc1)C(C)C | 3 | 8 | 4 | -17 | -1 | -6 | -4 | 2 | 31 | -1 | 0
Cc1c(-c2ccco2)[n+](=O)c2c(n1[O-])CCCCC2 | 3 | -20 | -17 | 15 | 1 | 2 | 9 | -9 | -11 | -40 | 7
Nc1ccccc1S(=O)(=O)NC1=NCCCCC1 | -6 | 9 | 4 | -3 | 2 | -3 | 4 | -18 | 10 | -8 | -10
O=C(O)c1ccc(NS(=O)(=O)c2ccc3c(c2)C(=O)c2ccccc2C3=O)cc1 | 9 | -3 | 9 | -4 | 1 | -3 | 4 | 4 | 16 | 0 | 3
CC(C)=CC(=O)Nc1nnc(C(C)C)s1 | 1 | -231 | -160 | -5 | 1 | -3 | -3 | 0 | -121 | -41 | -35
CC(=O)Nc1cccc(NC(=O)C2CCN(C(=O)c3ccco3)CC2)c1 | 11 | 13 | 8 | -3 | 3 | 9 | 0 | -4 | 19 | -14 | 5
C=Cc1c(C)c2cc3[nH]c(cc4nc(cc5nc(cc1[nH]2)C(C)=C5CCC(=O)O)C(CCC(=O)O)=C4C)c(C)c3C=C | 0 | -9&8 | 13&11 | . | -6&-1 | -1&13 | 9&18 | 6&-6 | -43&-27 | -2&12 | 0&20
COC(=O)Nc1c(-c2ccccc2)nc2ccc(C)cn12 | 2 | -10 | -43 | -1 | 1 | 8 | 4 | -5 | -16 | -5 | 2
C[C@@H]1CN([C@H](C)CO)C(=O)CCCn2cc(nn2)CO[C@H]1CN(C)S(=O)(=O)c1ccc(-c2ccccc2)cc1 | 15 | -1 | -2 | -10 | . | 0 | 0 | 3 | -19 | -19 | .
COc1cc(NC(=O)Nc2nc(C(N)C3CCCCC3)cs2)cc(OC)c1OC (configuration not stated) | 4 | 25 | 4 | -5 | . | . | 10 | 6 | -6 | 59 | .
COc1ccccc1OCCNC(=O)Nc1cc(F)c(F)cc1Cl | -2 | -8 | -2 | -19 | -4 | -3 | -6 | 23 | -4 | 8 | -14
Cc1cccc(-n2ccnc2SCC(=O)Nc2nnc(C)s2)c1 | . | 9 | 10 | -6 | 3 | 39 | -28 | 26 | 15 | -3 | .
O=C(c1cccc([N+](=O)[O-])c1)c1ccc2c(c1)OCCOCCOCCO2 | -2 | 9 | 15 | -5 | -1 | 5 | 11 | 2 | -4 | -12 | 15
O=c1c2oc3nc4c(cc3c2ncn1CCCc1ccccc1)CCCC4 | -3 | -235 | -310 | -5 | 2 | -2 | 16 | -17 | -55 | -40 | -59
CCOC(=O)c1[nH]ncc1CN1CCc2ccc(NC(=O)C3CCCO3)cc2C1 (configuration not stated) | -8 | 7 | 16 | -10 | 2 | -8 | -8 | 10 | 0 | 13 | 3
COc1ccc2c(c1)c(C(C)=O)c(C)n2-c1ccccc1OC | -1 | 10 | 20 | 1 | 7 | 2 | -27 | 8 | -7 | 1 | 7
N#Cc1ccccc1S(=O)(=O)N1CCN(C(=O)Cc2coc3cc(O)ccc23)CC1 | 4 | 9 | 14 | -2 | 3 | 2 | -3 | 9 | 22 | -16 | 6
CC1(c2ccccc2)NC(=O)N(CC(=O)Nc2ccc([N+](=O)[O-])cc2)C1=O (configuration not stated) | -5 | 4 | 15 | -1 | -2 | -1 | -11 | -18 | 8 | 10 | 5
CCN(Cc1cnn(C)c1)C(=O)c1cc(COc2ccc3c(c2)CCCC3)on1 | -1 | -147 | -180 | -3 | -1 | -24 | -13 | 26 | -20 | -7 | -49
Nc1c(Cl)ncnc1N/N=C/c1cccnc1 | 5 | 4 | 5 | -4 | 0 | -2 | 4 | -8 | 17 | -16 | -9
CN(CC(=O)O)Cc1nc2ccccc2[nH]1 | 0 | -2 | -18 | . | -4 | -5 | -4 | 8 | -1 | 6 | 20
CCCCn1c(CCC(=O)O)ccc1-c1cccs1 | . | 0 | 3 | -2 | -4 | 2 | -1 | 10 | 0 | -15 | 13
O=C(C1CC1)N1CCc2cc(Br)cc(S(=O)(=O)NC3CCCCC3)c21 | -3 | 15 | 22 | -6 | 1 | . | -3 | 1 | -10 | 27 | 4
Additional records follow:
SMILES | PDI inh | Peg3 promoter | HIF-2a inh | CaV13 ICDI inh | NR2E3 ag-1 | Vif inh | KKLEB tox | CF NFkB block | NR2E3 ag-2 | Shn3 3UTR inh | TRPM1 prom inh
CN1CCC2(CC1)N=C(c1ccc(F)cc1)C(=S)N2C(=O)c1ccccc1 | 8 | 44 | 2 | -2 | 0 | -2 | -5 | 22 | 1 | -10 | 12
COc1ccc(NCC(=O)Nc2cccc(C(F)(F)F)c2)cc1S(=O)(=O)N1CCOCC1 | 0 | 7 | -5 | -3 | . | . | 12 | -30 | 1 | 19 | 6
COc1ccc(C(=O)C2CCCN(Cc3cccn3-c3ccc(Cl)cn3)C2)c(OC)c1 (configuration not stated) | -1 | 46 | 12 | 8 | 1 | 2 | -9 | 26 | -20 | 61 | 12
CCCN1CCN(CCCNC(=O)c2cc3c(s2)-c2c(C)cccc2OC3)CC1 | -9 | 18 | -50 | -3 | 1 | -7 | -1 | 12 | 15 | -20 | -46
CCOC(=O)c1cnc2c([N+](=O)[O-])cnn2c1C | 4 | -5 | 10 | -2 | 1 | 0 | 3 | -2 | -24 | -7 | 1
C/C(=N\NC(N)=S)c1ccncc1 | -3 | 5 | 0 | -5 | -2 | -8 | -5 | 18 | 4 | -11 | 5
CCc1nc2ccc(C(=O)N3CCN(C(=O)c4ccco4)CC3)cn2c1N(CC)Cc1cccc(Br)c1 | 8 | 18 | 11 | -8 | . | -7 | -10 | 16 | 12 | -14 | .
Cc1ccccc1-c1noc(C(C)NC(=O)c2ccco2)n1 (configuration not stated) | -4 | 11 | 9 | -2 | -4 | 7 | 0 | 7 | -31 | -5 | 8
CCC1CCc2c(sc3nc(SCC(=O)NCc4ccco4)n(-c4ccccc4)c(=O)c23)C1 (configuration not stated) | 13 | 1 | 5 | -5 | 3 | -73 | -13 | 2 | -12 | 40 | 11
CCOc1cccc(/C=N/NS(=O)(=O)c2ccc(C)c([N+](=O)[O-])c2)c1O | 2 | 9 | 21 | -5 | -4 | -1 | -9 | 5 | -7 | 24 | -2
O=C(NCC(c1ccco1)N1CCCCC1)c1cccc(NS(=O)(=O)c2ccc(Br)cc2)c1 (configuration not stated) | 0 | -6 | 20 | -2 | -1 | -3 | -2 | 16 | -3 | 4 | 7
O=C(NCc1ccncc1)C1CCC(=O)N(CCc2ccc(Cl)cc2)C1 (configuration not stated) | 2 | 9 | 15 | -4 | -1 | 15 | -13 | 12 | -23 | 7 | 16
O=C(C1CCN(c2nnc(-n3cccc3)s2)CC1)N1CCN(Cc2ccc3c(c2)OCO3)CC1 | . | 4 | 6 | -2 | -3 | -5 | 11 | -43 | -13 | 31 | 1
O=S1(=O)CCN2C(c3ccco3)=CSC2=N1 | -1 | 39 | 16 | . | 0 | 2 | 3 | 2 | -3 | 10 | 5
COc1ccccc1CNC(=O)c1ccc(S(=O)(=O)N(C)c2ccccc2)cc1 | 5 | 15 | 22 | -6 | . | 1 | -11 | 15 | -30 | -3 | -3
COc1ccc(CCNC(=O)CC2SC(=NCCc3ccccc3)NC2=O)cc1 (configuration not stated) | -2 | 14 | 12 | -2 | 0 | -2 | 15 | 1 | -14 | 5 | 8
Cc1oc(-c2cccc(Cl)c2)nc1CN1CCCC(C(=O)NC(C)c2ccc3c(c2)OCCO3)C1 (configuration not stated) | . | 44 | -2 | -5 | -1 | 2 | 1 | 31 | 22 | 64 | 18
CCN(CC)CCNC(=O)CCCCCn1c(=O)[nH]c2cc(C(=O)OC)ccc2c1=O | -6 | 9 | 4 | -4 | 1 | -11 | 12 | 0 | 9 | 0 | -6
O=[N+]([O-])c1ccc(-c2cc(-c3ccc(Cl)cc3)n[nH]2)cc1 | 5 | -196 | -235 | . | -2 | 7 | 8 | -18 | -4 | -49 | -69
COCCCN=C1NN=C(c2cc(C)n(-c3ccccc3F)c2C)CS1 | 6 | -2 | 21 | -13 | -2 | -4 | -24 | 2 | -41 | 39 | 26

Given with two lines to a compound: two of the compounds above
Results follow in this order: PDI inh, Peg3 promoter, HIF-2a inh, CaV13 ICDI inh, NR2E3 ag-1, Vif inh, KKLEB tox, CF NFkB block, NR2E3 ag-2, Shn3 3UTR inh, TRPM1 prom inh
COc1ccccc1CNC(=O)c1ccc(S(=O)(=O)N(C)c2ccccc2)cc1
  5, 15, 22, -6, ., 1, -11, 15, -30, -3, -3
CCCN1CCN(CCCNC(=O)c2cc3c(s2)-c2c(C)cccc2OC3)CC1
  -9, 18, -50, -3, 1, -7, -1, 12, 15, -20, -46

Compound profiles, from the list above. Order of values: PDI inh	Peg3 promoter	HIF-2a inh	CaV13 ICDI inh	NR2E3 ag-1	Vif inh	KKLEB tox	CF NFkB block	NR2E3 ag-2	Shn3 3UTR inh	TRPM1 prom inh
O=C(C1CCN(c2nnc(-n3cccc3)s2)CC1)N1CCN(Cc2ccc3c(c2)OCO3)CC1 across the screens: .	4	6	-2	-3	-5	11	-43	-13	31	1
COc1ccc(C(=O)C2CCCN(Cc3cccn3-c3ccc(Cl)cn3)C2)c(OC)c1 (configuration not stated) across the screens: -1	46	12	8	1	2	-9	26	-20	61	12
Cc1ccccc1-c1noc(C(C)NC(=O)c2ccco2)n1 (configuration not stated) across the screens: -4	11	9	-2	-4	7	0	7	-31	-5	8
